# GluA2 TARP mod: GluA2-stargazin AMPA receptor complex modulation | calls only at 30 µM | HEK293 GluA2+stargazin, membrane potential dye (FDSS), glutamate EC50; hits were called plate by plate, in both directions | 40,000 tested, 3.5% active | AID 1259245;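 active = any of four per-well response measures lying three or more SD from its plate-wide compound average, in either direction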
# Target sequence (O88602 whole entry, looked up): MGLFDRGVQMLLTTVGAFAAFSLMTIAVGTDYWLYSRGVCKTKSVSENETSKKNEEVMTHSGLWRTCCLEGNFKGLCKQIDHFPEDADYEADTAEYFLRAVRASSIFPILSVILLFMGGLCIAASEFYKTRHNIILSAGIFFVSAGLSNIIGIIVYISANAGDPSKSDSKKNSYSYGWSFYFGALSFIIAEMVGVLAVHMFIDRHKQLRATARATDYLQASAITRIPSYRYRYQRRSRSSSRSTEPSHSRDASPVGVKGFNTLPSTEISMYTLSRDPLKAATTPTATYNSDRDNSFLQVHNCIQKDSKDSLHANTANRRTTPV
# Target sequence (P19491 whole entry, looked up): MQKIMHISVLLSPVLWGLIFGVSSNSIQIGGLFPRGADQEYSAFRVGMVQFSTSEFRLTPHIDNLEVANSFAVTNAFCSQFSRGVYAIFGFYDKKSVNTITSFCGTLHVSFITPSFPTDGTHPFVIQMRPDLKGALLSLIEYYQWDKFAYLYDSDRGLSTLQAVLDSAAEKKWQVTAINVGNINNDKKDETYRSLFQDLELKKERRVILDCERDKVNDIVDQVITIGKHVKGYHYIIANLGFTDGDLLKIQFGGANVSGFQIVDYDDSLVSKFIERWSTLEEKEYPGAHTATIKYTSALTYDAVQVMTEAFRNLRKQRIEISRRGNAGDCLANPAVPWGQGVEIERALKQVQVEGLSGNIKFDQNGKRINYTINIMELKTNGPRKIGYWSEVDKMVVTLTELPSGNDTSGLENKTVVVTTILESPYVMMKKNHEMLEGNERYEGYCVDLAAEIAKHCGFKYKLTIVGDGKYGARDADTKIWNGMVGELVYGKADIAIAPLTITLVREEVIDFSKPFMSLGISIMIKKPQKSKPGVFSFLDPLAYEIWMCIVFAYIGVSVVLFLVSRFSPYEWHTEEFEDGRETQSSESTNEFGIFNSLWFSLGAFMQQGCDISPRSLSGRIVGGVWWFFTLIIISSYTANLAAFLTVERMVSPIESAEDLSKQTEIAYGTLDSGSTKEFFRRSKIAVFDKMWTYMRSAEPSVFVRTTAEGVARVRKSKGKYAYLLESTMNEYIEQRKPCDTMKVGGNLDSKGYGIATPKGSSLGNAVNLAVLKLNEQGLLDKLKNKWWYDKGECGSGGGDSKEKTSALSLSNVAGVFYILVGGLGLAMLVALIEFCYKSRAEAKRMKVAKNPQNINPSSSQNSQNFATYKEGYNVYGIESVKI
# GluA2 TARP mod agonism max-min: further read-out of GluA2 TARP mod, marked with its call; compound max-min signal; compound-alone response (agonism);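 unitless range of fluorescence divided by baseline over first 100 seconds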
# GluA2 TARP mod glutamate slope: second read-out of GluA2 TARP mod, no call of its own (marks repeat the call); glutamate slope, % of max; measured here: glutamate response slope, % max;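 scaled per plate between vehicle wells and maximal 1 mM glutamate control wells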
# * hit, by the source's call; i = inactive; + = active, no number.
SMILES,GluA2 TARP mod,GluA2 TARP mod agonism max-min,GluA2 TARP mod glutamate slope
Cc1cc(NC(=O)c2cccc([N+](=O)[O-])c2)ccc1N1CCCCC1=O,i,0.0899,54.6
Cc1nn(C(C)(C)C)c(OC(=O)CCC2CCCC2)c1Sc1ccccc1[N+](=O)[O-],i,0.0925,77.2
Cn1nc2c(c1NC(=O)c1cccc(N3C(=O)CCC3=O)c1)CCC2,i,0.0765,54.4
COc1cc(C(=O)NCC2CCN(C(=O)c3cccn(C)c3=O)CC2)cc(OC)c1OC,i,0.0724,52.3
COCCCNC(=O)C12CCC(C)(C(=O)C1)C2(C)C (centres undefined),i,0.0974,57.2
CC1CCCCN1c1ncnc(N)c1[N+](=O)[O-] (centres undefined),i,0.049,57.8
CCc1ccc2nc(N(Cc3ccccn3)C(=O)CCCS(=O)(=O)c3ccccc3)sc2c1,i,0.051,61.2
CN1C(=O)C(C)(C)COc2cc(NC(=O)/C=C/c3ccc4c(c3)OCO4)ccc21,i,0.119,62.8
Nc1nnc(C2CCCCC2)o1,i,0.121,77.4
COCCNc1oc(-c2ccc(C)cc2)nc1S(=O)(=O)c1ccccc1,i,0.109,50.4
CCCCC1CCC(C(=O)Nn2cnc3c(cnn3C(C)(C)C)c2=O)CC1 (centres undefined),i,0.0802,50.2
Cn1c(C(F)(F)F)nn(CCNC(=O)C(C)(C)C)c1=O,i,0.108,58.1
CCn1nnc2c(N3CCN(C(c4ccccc4)c4ccccc4)CC3)ncnc21,i,0.0756,70.6
CCn1nnc2c(N3CCN(C(=O)CC4CCCC4)CC3)ncnc21,i,0.0698,48.1
CC1CCCC1OCC(O)CNC(C)(C)C (centres undefined),i,0.0897,57.4
O=C(NCCc1csc(-c2ccc(F)cc2)n1)C(=O)NCc1ccccc1Cl,i,0.0871,56.6
Cc1ccc(S(=O)(=O)NCc2ccccc2)c(C)c1N(C)S(C)(=O)=O,i,0.0998,62.2
COCCN=Cc1c(NCCOC)nc2ccccn2c1=O,+,0.13*,52.4*
CCOCCn1c(-n2nc(C)cc2C)nc2c1c(=O)n(CCc1ccccc1)c(=O)n2C,i,0.0418,59.5
O=C(Nc1cccc(-c2nc3ccccc3s2)c1)c1ccc(=O)oc1,i,0.16,68.6
COC(=O)c1sc2ccccc2c1S(=O)(=O)NCc1cccs1,i,0.106,53.7
O=C(O)c1ccc(/C=C/C(=O)c2cccs2)cc1,i,0.116,49.2
CCOc1ccc(C(=O)NCCNC(=O)c2ccc(NC(C)=O)cc2)cc1OCC,i,0.0579,45.5
COc1cn(-c2ccc(F)cc2)nc1C(=O)Nc1ccccc1SC,i,0.0621,73.8
O=C(COc1cccc2c1CCN(Cc1ccccc1)C2=O)NC1CCCCC1,i,0.082,62.3
COc1cccc(CNC(=O)c2cc(-c3cccs3)nc3c2c(C)nn3C2CCS(=O)(=O)C2)c1 (centres undefined),i,0.0445,34.5
Cc1ccc(NC(=O)c2c(F)cccc2F)cc1N1CCCCC1=O,i,0.0856,49.4
CC(C)NC(=O)c1nsc(C(=O)N2CCC3(CC2)OCCO3)c1N,i,0.0847,59.3
Cc1ccc(-n2c(C)cn3c4c(=O)n(CC(N)=O)c(=O)n(C)c4nc23)cc1C,i,0.126,86.8
COc1ccc(S(=O)(=O)NC(C)C)c(C)c1C,i,0.0979,69.4
Cc1ccc(NC(=O)CN2C(=O)S/C(=C\C(=O)Nc3ccccc3)C2=O)cc1,i,0.0529,47.7
COc1cc(OC)cc(C(=O)NCC(O)Cc2ccccc2)c1 (centres undefined),i,0.137,91.6
CN(C)c1ccc(C(=O)Nc2nnc(-c3cccs3)o2)cc1,+,0.19*,44.8*
Cc1noc(C)c1CC(=O)NCc1nn(C)c(=O)c2ccccc12,i,0.144,64.0
O=C(NCCC1=CCCCC1)C(=O)NCCc1csc2nc(-c3cccs3)nn12,i,0.143,56.2
O=C(NCCc1csc2nc(-c3cccs3)nn12)C1(c2ccccc2)CCOCC1,i,0.131,46.8
COc1ccc(CCC(=O)Nn2cnc3c(cnn3-c3ccccc3)c2=O)cc1,i,0.0811,75.0
COc1ccccc1NC(=O)N1CCC(CNC(=O)c2cc(C)cs2)CC1,i,0.0378,37.0
COc1cccc(C(CNS(=O)(=O)c2ccc(F)cc2F)N2CCOCC2)c1 (centres undefined),i,0.0694,-6.2
COc1ccc(CCNC(=O)C(=O)c2cn(CC(=O)N3CCOCC3)c3ccccc23)cc1OC,i,0.0844,58.1
O=C(Nc1nccs1)c1ccc(-c2ccc(F)cc2)o1,i,0.0984,45.8
CC(=O)Cn1c(=O)c2c(nc3n(-c4ccc(Br)cc4)c(C)cn23)n(C)c1=O,i,0.0395,47.8
COc1ccc(-c2ccc(N3CCN(C(=O)c4ccc(=O)[nH]n4)CC3)nn2)cc1,i,0.0223,24.1
CCOC(=O)C1CCN(S(=O)(=O)CCNC(=O)c2ccc(OC)cc2)CC1,i,0.089,46.4
CCc1nc2sc(C(c3cccc(F)c3)N3CCCCC3)c(O)n2n1 (centres undefined),i,0.0943,53.1
COCCN1CCC(CNS(=O)(=O)c2ccc(Cl)cc2)CC1,i,0.0309,52.9
CCc1cnc2c(c1SCC(=O)N1CCCCC1)c(=O)n(C)c(=O)n2C,i,0.115,60.4
CCOC(=O)N1CCN(C(=O)c2ccc(Oc3coc4cc(OC)ccc4c3=O)cc2)CC1,i,0.0709,60.2
Cn1nc(NC(=O)C2CCN(S(C)(=O)=O)CC2)c2c1NC(=O)CC2c1cccs1 (centres undefined),i,0.114,56.8
O=C(NCCc1ccc(F)cc1)c1cc(=O)c(OCc2ccccc2)co1,i,0.114,48.1
# Additional results:
SMILES,GluA2 TARP mod,GluA2 TARP mod agonism max-min,GluA2 TARP mod glutamate slope
COc1cccc(N2CC(c3nc4ccccc4n3CC(O)COc3cc(C)ccc3C)CC2=O)c1 (centres undefined),i,0.103,58.6
Cc1nc(-c2cccs2)c(CCC(=O)N2CCc3ccccc32)s1,i,0.0636,51.9
COc1ccc(N2CCN(CC(=O)Nc3nc(C)cs3)C2=O)cc1,i,0.16,37.4
O=C(NCc1ccc(F)cc1)C(=O)NCC(O)(c1ccco1)C1CC1 (centres undefined),i,0.108,63.4
O=C(O)/C=C/C(=O)Nc1ccc(S(=O)(=O)N2CCCCCC2)cc1,i,0.0398,21.5
CCOC(=O)c1ccc(-n2c(C)cn3c4c(=O)n(CCN5CCOCC5)c(=O)n(C)c4nc23)cc1,i,0.138,73.6
CCCCn1c(-n2nc(C)cc2C)nc2c1c(=O)n(CC(=O)OC)c(=O)n2C,i,0.0508,52.3
Cc1ccsc1C(O)CNS(=O)(=O)c1ccc(Cl)s1 (centres undefined),i,0.143,51.3
C=CCn1c(=O)c2c(nc3n(-c4cccc(OC)c4)c(-c4ccccc4)cn23)n(C)c1=O,i,0.116,74.0
COc1ccc(C(=O)Nc2ccc3c(c2)N(C(C)=O)CC3)c(OC)c1OC,i,0.0877,51.3
Cc1ccc(NC(=O)N2CCN(c3ccc(-c4ccco4)nn3)CC2)cc1C,i,0.0717,52.4
O=C(Nc1ccc(Cl)cc1)N(CCCO)CC(O)Cn1c2ccccc2c2ccccc21 (centres undefined),+,0.149*,44.2*
COc1ccccc1NC(=O)N1CCC(CNC(=O)c2cc(Cl)ccc2Cl)CC1,i,0.0408,45.6
O=C(NCC(O)(c1ccco1)C1CC1)c1cc(=O)c2ccccc2o1 (centres undefined),i,0.0815,66.9
COc1ccc(S(=O)(=O)CCC(=O)Nc2nc(-c3cc(OC)ccc3OC)cs2)cc1,i,0.1,81.9
O=C(NCC1CCN(c2ncccn2)CC1)c1ccc2c(c1)OCO2,i,0.0973,62.3
COc1cc(Br)cc2cc(C(=O)Nc3cccc([N+](=O)[O-])c3C)c(=O)oc12,i,0.145,64.0
COc1ccc(NC(=O)CN2N=NC3C(=O)N(c4ccc(Br)cc4)C(=O)C32)cc1OC (centres undefined),i,0.0881,48.4
O=C(NCc1ccc2c(c1)OCO2)C(=O)NC(c1ccccc1)c1ccccc1,i,0.0724,70.6
COc1ccc(NC(=O)C(=O)NCC(c2ccc(F)cc2)N2CCOCC2)cc1 (centres undefined),i,0.047,53.0
Cc1csc(NC(=O)c2ccc(S(=O)(=O)N3CCCC3)o2)n1,i,0.122,59.9
NC(=O)Cn1nnn(-c2ccc(NC(=O)c3nc4ccccc4s3)cc2)c1=O,i,0.156,79.9
CCc1ccc(OCCS(=O)(=O)Nc2cccc(C)c2C)cc1,i,0.168,69.0
COc1ccc(SCCC(=O)N2CCN(c3nc4ccc([N+](=O)[O-])cc4s3)CC2)cc1,i,0.129,59.6
CC(=O)Cn1c(=O)c2c(nc3n(C4CCCCC4)c(C)cn23)n(C)c1=O,i,0.0559,40.1
Cc1nnc2ccc(OCCNS(C)(=O)=O)nn12,i,0.0783,39.5
CC(C)(C)NC(=O)N1CCC(CNC(=O)C(C)(C)C)CC1,i,0.105,62.5
COCCN1CCC(CNS(=O)(=O)c2cccc(Cl)c2)CC1,i,0.071,50.6
COc1cn(CC(=O)Nc2cccc(NC(C)=O)c2)c(CSc2ncccn2)cc1=O,i,0.0415,53.3
COc1ccc2nc(NC(=O)C=C(C)C)sc2c1,i,0.0998,78.0

# In the list so far, these have a tert-butyl group.
SMILES,GluA2 TARP mod,GluA2 TARP mod agonism max-min,GluA2 TARP mod glutamate slope
Cc1nn(C(C)(C)C)c(OC(=O)CCC2CCCC2)c1Sc1ccccc1[N+](=O)[O-],i,0.0925,77.2
CCCCC1CCC(C(=O)Nn2cnc3c(cnn3C(C)(C)C)c2=O)CC1 (centres undefined),i,0.0802,50.2
Cn1c(C(F)(F)F)nn(CCNC(=O)C(C)(C)C)c1=O,i,0.108,58.1
CC1CCCC1OCC(O)CNC(C)(C)C (centres undefined),i,0.0897,57.4
CC(C)(C)NC(=O)N1CCC(CNC(=O)C(C)(C)C)CC1,i,0.105,62.5

# (next part)
SMILES,GluA2 TARP mod,GluA2 TARP mod agonism max-min,GluA2 TARP mod glutamate slope
O=C(Nc1ccc(Cl)cc1)c1ccc(-n2cnnn2)cc1,i,0.143,51.4
O=C(COc1ccccc1)NCCCn1nc(-c2ccc(Cl)cc2)ccc1=O,i,0.0578,61.2
COC(=O)C12CC3CC(C1)CC(c1ccc([N+](=O)[O-])cc1)(C3)C2,i,0.0734,52.6
O=C(NCCn1nc(C2CC2)n(-c2ccccc2)c1=O)c1ccc2nc[nH]c2c1,i,0.0967,61.1
CCOC(=O)c1coc(NC(=O)Nc2cc(Cl)ccc2OC)n1,i,0.105,69.8
CCOc1ccc(N=CC2=C(O)CC(C)(C)CC2=O)cc1,i,0.029,53.9
Cc1ccc([N+](=O)[O-])cc1NC(=O)C(=O)NCc1cccs1,i,0.125,72.7
COc1cc2c(cc1OC)CN(CC(O)COc1ccccc1OC)CC2 (centres undefined),i,0.117,46.8
Cc1cccc(C(=O)N2CCC(c3nnc(-c4ccco4)o3)CC2)c1,i,0.115,50.5
CS(=O)(=O)Nc1ccccc1C(=O)CC1(O)C(=O)Nc2ccc(Cl)cc21 (centres undefined),i,0.129,63.5
CCC(=O)N1CCN(Cc2nc(-c3ccco3)cs2)CC1,i,0.105,49.5
COc1cccc(-c2cc(C(=O)Nc3cccc(C(C)=O)c3)n(C)n2)c1,i,0.0883,66.2
COc1ccc(CNC(=O)C(=O)Nc2ccon2)cc1,i,0.0861,51.1
O=C1/C(=C/c2cccnc2)SC(=S)N1c1ccc2c(c1)OCO2,i,0.0686,58.2
Cc1onc(-c2ccccc2Cl)c1C(=O)N1CCC(c2ccsc2)CC1,+,0.0924*,89.2*
Cc1cnc2c(c1SCC(=O)N1CC(C)OC(C)C1)c(=O)n(C)c(=O)n2C (centres undefined),i,0.0813,53.3
COc1cccc(OCCOCC(O)CN2CCN(Cc3ccc4c(c3)OCO4)CC2)c1 (centres undefined),i,0.0577,50.0
N#Cc1cccc(Cn2nc3ccc(S(=O)(=O)N4CCCCC4)cn3c2=O)c1,i,0.0979,51.4
CC(=O)N1N=C(c2cccs2)CC1c1ccc2nccnc2c1 (centres undefined),i,0.0417,44.8
Cc1cc(C)cc(Oc2coc3cc(OCC(O)Cn4cncn4)ccc3c2=O)c1 (centres undefined),i,0.102,75.0

# Full records, looked up by structure. Order of screens: GluA2 TARP mod	GluA2 TARP mod agonism max-min	GluA2 TARP mod glutamate slope
# Cc1onc(-c2ccccc2Cl)c1C(=O)N1CCC(c2ccsc2)CC1 in the list: +	0.0924*	89.2*
# Cc1cc(C)cc(Oc2coc3cc(OCC(O)Cn4cncn4)ccc3c2=O)c1 (centres undefined) in the list: i	0.102	75.0
# CC(=O)N1N=C(c2cccs2)CC1c1ccc2nccnc2c1 (centres undefined) in the list: i	0.0417	44.8
# N#Cc1cccc(Cn2nc3ccc(S(=O)(=O)N4CCCCC4)cn3c2=O)c1 in the list: i	0.0979	51.4
# Cc1cnc2c(c1SCC(=O)N1CC(C)OC(C)C1)c(=O)n(C)c(=O)n2C (centres undefined) in the list: i	0.0813	53.3

# Going on with the list.
SMILES,GluA2 TARP mod,GluA2 TARP mod agonism max-min,GluA2 TARP mod glutamate slope
COc1ccc(NC(=O)Cc2csc(NC(=O)c3ccc[nH]c3=O)n2)cc1OC,i,0.0569,31.2
CCCC(=O)Nc1ccc2c(c1)C(=O)CC(c1ccc(OC)cc1)O2 (centres undefined),i,0.12,49.9
COc1ccccc1-c1cnn2c(NCc3ccccn3)cc(C)nc12,i,0.136,49.7
NC(=O)c1ccc(NC(=O)C(=O)NCCC2=CCCCC2)cc1,i,0.0496,38.0
CCCCc1nc(C(N)=O)c2[nH]c(=O)n(-c3ccc(OCC)cc3)c2n1,i,0.0245,52.0
COc1ccc(Cl)cc1NC(=O)CSc1nc(=O)n(CCCO)c2c1CCCC2,i,0.0491,57.0

# Reprinted from the results shown, 3 compounds:
SMILES,GluA2 TARP mod,GluA2 TARP mod agonism max-min,GluA2 TARP mod glutamate slope
CCCC(=O)Nc1ccc2c(c1)C(=O)CC(c1ccc(OC)cc1)O2 (centres undefined),i,0.12,49.9
COc1ccccc1-c1cnn2c(NCc3ccccn3)cc(C)nc12,i,0.136,49.7
NC(=O)c1ccc(NC(=O)C(=O)NCCC2=CCCCC2)cc1,i,0.0496,38.0

# Bioassay records: PubChem BioAssay, Vanderbilt High Throughput Screening Facility

# Not all compounds are listed (hit frequency here may not be typical).
